Compound activity as filed in PubChem.
HCV core dimer: blocks dimerization of HCV core protein; 300,000 compounds, 0.33% hits; inhibition, % at 5 µM; TR-FRET GST/Flag-core106 dimerization, 1536-well;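 active = inhibition above the mean of all tested compounds plus 3 SD, set per screening campaign, cut at about 45% in these data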
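Test system: GST/Flag-tagged HCV core106 proteins; Medium: KF-containing HEPES buffer, pH 7.45, DTT, CHAPS, BSA; Times: compound-protein-antibody incubation 4 h at 22.5 °C; Detection: TR-FRET 671 and 617 nm emission; Benchmarks: wells lacking GST-core106 and wells with excess unlabelled core106.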
TPT1 inhibitor: inhibitors of Candida albicans tRNA 2'-phosphotransferase TPT1. recombinant caTPT1, FP RNA substrate dephosphorylation. inhibition, % at 5 µM. 300,000 compounds, 0.81% hits. AID 1962;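 active = inhibition above the mean of all tested compounds plus 3 SD, set per screening campaign, cut at about 24% in these data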;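 note: plate controls were DMSO alone for no effect and ferristatin control at 100 nM for full effect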
Fh CTSL1 inh: cathepsin L1 inhibition, PFM18AAP counter-screen | recombinant F. hepatica cathepsin L1, Z-Leu-Arg-MCA fluorescence | inhibition, % at 5.96 µM | 300,000 compounds, 0.49% hits;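 active = inhibition above the mean of all tested compounds plus 3 SD, set per screening campaign, cut at about 17% in these data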;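 note: 0% = plate median of test compound wells and 100% = 1 µM Z-Phe-Ala-diazomethylketone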
AHR act: human AHR activation; AHR-responsive luciferase reporter cells, luminescence; 320,000 compounds, 2.5% hits; P35869; AID 2796; activation, % at 5 µM; in the data active = activation above about 47%;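 note: 0% = vehicle wells and 100% = reference agonist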
PP1 counter: PP1-alpha (human) inhibition in PP5 counter-screen | P62136 | purified PP1alpha, OMFP fluorescence | inhibition, % at 6.7 µM | 320,000 compounds, 0.9% hits | AID 2235;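 active = inhibition above the mean inhibition of all tested compounds plus 3 SD, computed separately for each screening campaign, cut at about 15% in these data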
Target sequence (P62136 whole entry, looked up): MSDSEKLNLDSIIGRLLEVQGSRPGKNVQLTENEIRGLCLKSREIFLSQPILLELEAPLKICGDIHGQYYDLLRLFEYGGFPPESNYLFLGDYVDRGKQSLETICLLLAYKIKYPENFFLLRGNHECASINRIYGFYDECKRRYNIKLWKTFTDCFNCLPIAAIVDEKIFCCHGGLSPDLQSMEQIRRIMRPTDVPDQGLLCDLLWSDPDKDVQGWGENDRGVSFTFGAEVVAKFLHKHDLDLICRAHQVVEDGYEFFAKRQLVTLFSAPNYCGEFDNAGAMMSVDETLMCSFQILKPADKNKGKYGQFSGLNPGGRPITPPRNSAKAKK
proCasp7 act: counter-screen for procaspase-3 activators: activators of human procaspase-7 | P55210 | recombinant procaspase-7, Ac-DEVD-pNA absorbance 405 nm; D23A/D198A/D206A triple mutant, cannot self-cleave; scale: DMSO 0, 5 µM enzyme 100 | activation, % at 8.5 µM | 330,000 compounds, 0.093% hits;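 active = percent activation above the screen-wide mean plus 3 SD, cut at about 25% in these data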
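signal = Epi-absorbance of released pNA at 405 nm, two timepoints | assay system = Uncleavable procaspase-7 mutant enzyme | reagent = Ac-DEVD-pNA substrate, 400 µM as added | times = 1 h enzyme–compound preincubation and 2 h substrate reaction, both 25 °C | benchmarks = low DMSO alone, high DMSO plus 5 µM PC-7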
proCasp3 act: procaspase-3 (human) activation; 330,000 compounds, 0.11% hits; recombinant procaspase-3 D3A, Ac-DEVD-pNA absorbance 405 nm; AID 463141; activation, % at 8.5 µM;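 active = activation above the mean of all tested compounds plus 3 SD, cut at about 21% in these data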;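 note: 0% = DMSO alone and 100% = DMSO wells spiked with extra 5 µM PC-3 D3A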
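Technique: 405 nm absorbance of p-nitroaniline, reads at 0 and 120 min; Test system: Procaspase-3 D3A mutant; Incubation: 1 h enzyme-compound preincubation, then 2 h substrate reaction, 25 °C; Repeats: singlicate, each compound tested once; Benchmarks: low control DMSO wells, high control DMSO plus 5 µM PC-3 D3A.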
PAFAH2 inh: PAFAH2 (human) inhibition; 340,000 compounds, 0.99% hits; inhibition, % at 3.39 µM; Q99487; AID 492956; recombinant PAFAH2, FP-rhodamine activity probe, fluorescence polarization;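 active = inhibition above the mean over all tested compounds plus 3 SD, cut at about 30% in these data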;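 note: inhibitors block probe labeling of enzyme so polarization drops; 0% = enzyme with DMSO and 100% = wells lacking PAFAH2 protein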
PP5 primary: blocks human protein phosphatase 5 activity | purified PP5c, OMFP substrate fluorescence | inhibition, % at 6.7 µM | 320,000 compounds, 0.18% hits;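 active = inhibition above the campaign's mean inhibition across all tested compounds plus 3 SD, cut at about 9.5% in these data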;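 note: 0% = DMSO only and 100% = 100 µM cantharidin control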
Target sequence (P53041 whole entry, looked up): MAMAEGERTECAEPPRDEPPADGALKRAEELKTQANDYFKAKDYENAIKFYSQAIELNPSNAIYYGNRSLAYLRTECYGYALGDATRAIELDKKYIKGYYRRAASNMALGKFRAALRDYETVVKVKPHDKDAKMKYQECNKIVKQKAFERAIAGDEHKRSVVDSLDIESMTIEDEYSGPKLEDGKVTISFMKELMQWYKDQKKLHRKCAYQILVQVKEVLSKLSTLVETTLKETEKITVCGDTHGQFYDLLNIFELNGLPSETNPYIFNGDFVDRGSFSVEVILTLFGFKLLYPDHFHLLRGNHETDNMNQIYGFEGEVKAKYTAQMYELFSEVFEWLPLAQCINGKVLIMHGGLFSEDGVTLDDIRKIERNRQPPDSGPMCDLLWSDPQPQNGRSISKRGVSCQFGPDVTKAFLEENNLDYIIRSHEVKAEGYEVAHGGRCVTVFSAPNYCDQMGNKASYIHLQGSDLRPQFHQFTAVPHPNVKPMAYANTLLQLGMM
* hit, by the source's call; . = not tested or not shown.

molecule	HCV core dimer	TPT1 inhibitor	Fh CTSL1 inh	AHR act	PP1 counter	proCasp7 act	proCasp3 act	PAFAH2 inh	PP5 primary
O=C(CCc1nnc(Cc2ccc3c(c2)OCO3)o1)NC(c1ccccn1)C(F)(F)F (stereo not drawn)	-0.1	2.6	1.6	-0.7	-0.5	12.4	10.1	5.5	1.6
COc1ccc(/C=C2\SC(=O)N(CCNC(=O)C3CC4C=CC3C4)C2=O)cc1 (stereo not drawn)	3.7	-1.2	0.6	16.8	-0.6	-0.8	-0.7	-4.5	2.1
COc1ccc(/C=N/NC(=O)c2ccc3nc[nH]c3c2)cc1	2.3	-0.2	-3.3	2.2	0.2	2.9	-6.6	.	2.5
COc1ccc(CNC(=O)CCSCc2cccc(Cl)c2)c(OC)c1	5.4	0.8	-3.1	21.3	-5.6	11.3	9.6	11.1	1.0
Cc1ccc(C)c(-n2c(SCC(=O)Nc3nonc3C)nnc2-c2ccoc2C)c1	9.0	-6.9	1.7	-0.5	2.6	-4.9	-1.0	4.2	-0.1
Cc1ccccc1NC(=O)c1c(Cl)nc(C)c(Cl)c1C	-2.6	-0.3	-0.6	1.0	-1.2	3.1	-4.2	5.9	2.7
CC1=C(C(=O)Nc2ccccc2)C(c2ccc(Cl)cc2)n2c(s/c(=C/c3cccc(OCC(=O)O)c3)c2=O)=N1 (stereo not drawn)	13.1	14.3	4.0	4.9	7.0	-19.4	-1.0	1.4	1.1
Cc1ccc(Nc2cc(C)nc3ncnn23)c(C)c1	-5.2	-1.5	-3.5	3.9	0.4	-3.5	-1.5	0.6	-0.8
COc1ccc2[nH]c(=O)c(CN(Cc3ccccc3OC)Cc3nnnn3CC3CCCO3)cc2c1 (stereo not drawn)	4.5	-2.2	4.0	1.4	0.9	-6.4	3.6	-1.5	1.1
CCOC(=O)C1CCN(C(=O)Cn2nc(C)c3c(C)n(-c4ccccc4)nc3c2=O)CC1	-0.6	0.8	-0.5	0.7	-8.9	6.7	5.0	0.6	-2.5
COc1ccc2c(c1)c1nnc(SCC(=O)N3C(C)CCCC3C)nc1n2C (stereo not drawn)	16.5	2.1	2.2	50.4*	-8.4	-12.3	-9.1	1.4	-3.1
CCC1C(=O)CC(c2ccccc2)NC1c1ccccc1 (stereo not drawn)	-3.0	4.0	-3.3	-1.0	-1.9	-0.5	-6.7	-5.8	-2.9
CCn1cc(C(=O)OCC(=O)Nc2c(C)cccc2C)c(=O)c2ccc(C)nc21	1.1	1.8	1.7	2.5	-5.5	-8.4	-10.3	14.5	0.4
O=C(CCNc1ccc(F)cc1)c1cc2ccccc2o1	1.8	2.1	-0.2	2.3	-1.2	-31.8	-20.1	-1.2	2.0
CCNC(=O)N1c2ccccc2Sc2ccccc21	5.2	-2.0	-6.8	1.2	-1.4	-2.4	-6.1	0.9	2.2
Cc1ccc(CN=C2Nc3ccccc3CS2)cc1	-1.3	-2.5	-0.2	-5.1	2.3	8.1	-4.1	12.6	1.8
CC(C)(C)CC(=O)N1CCN(Cc2ccc3c(c2)OCO3)CC1	3.6	-5.9	-0.9	0.6	2.0	8.7	4.5	7.5	0.8
Cc1ccc(NC(=O)C2CCN(C(=O)c3ccccc3C)CC2)cc1	-1.1	-2.1	-2.0	-1.8	-2.7	10.3	-1.2	1.7	2.2
Cc1ccc(-c2nc(-c3cccnc3)sc2CC(=O)Nc2ccc3nc(C)sc3c2)cc1	-11.9	1.5	-0.3	3.0	-3.2	0.8	-2.9	-22.2	1.1
O=C(NCCc1ccc(Cl)cc1)/C(=C/c1cccnc1)NC(=O)c1ccccc1	8.3	2.5	1.8	5.1	-2.3	-10.1	-13.6	-1.3	2.1
O=C(NCCN1CCOCC1)c1cc(Br)ccc1Cl	5.4	0.3	-8.6	1.0	0.5	-2.9	-1.3	1.1	1.2
N#Cc1cnn2ccn(C3OC(CO)C(O)C3O)c12 (stereo not drawn)	7.2	0.3	-6.0	-1.1	-2.0	-0.8	3.7	-0.3	-1.7
CCN1CCC(=NNC(=O)c2ccco2)CC1	0.8	0.0	-3.2	6.8	-6.1	-5.6	-1.7	-5.6	-2.5
NC(=O)/C(=C\c1cccnc1)NC(=O)c1ccccc1	-5.6	-2.9	0.4	0.4	-4.4	4.8	2.1	-2.7	0.1
CN(C)S(=O)(=O)N(CC(=O)Nc1ccccc1)c1ccccc1	-4.4	-6.0	1.4	11.5	-2.1	-4.0	-6.4	-4.7	-0.3
Cc1onc(-c2ccccc2)c1-c1n[nH]c(=S)n1-c1ccccc1Cl	-0.7	1.1	1.0	2.9	1.4	-22.4	1.8	-2.6	2.5
CCOC(=O)C1CCCCN1C(=O)CCc1nnc(-c2ccc3c(c2)OCO3)o1 (stereo not drawn)	-0.8	-0.8	-0.9	15.5	-4.2	1.9	0.2	1.1	-0.6
O=C1CCCCN1CCC(=O)N1CCCC(Nc2ccc(F)c(F)c2)C1 (stereo not drawn)	-5.6	-2.3	-3.3	-1.4	-3.5	12.8	-8.4	8.2	-0.4
CCC(=O)OCC(=O)[C@@]1(OC(=O)CC)[C@@H](C)C[C@H]2[C@@H]3CCC4=CC(=O)C=C[C@]4(C)[C@@]3(Cl)[C@@H](O)C[C@@]21C	9.6	-0.4	-12.8	11.0	2.3	-3.9	-4.7	2.7	2.7
COC(=O)CC1=C(C(=O)OC)[C@@H](c2ccccc2[N+](=O)[O-])C(C#N)=C(N)O1	-0.9	-3.8	-0.7	20.8	-2.6	-3.2	-21.6	7.4	-1.0
Nc1nonc1-c1noc(COc2ccccc2Cl)n1	-5.7	4.8	-3.3	-9.4	1.2	10.1	2.3	4.0	1.1
CCCOC(=O)CC1C(=O)NCCN1C(=O)OC(C)(C)C (stereo not drawn)	-1.8	1.3	-5.8	-0.1	-3.6	2.4	3.0	-2.5	-1.5
CCOC(=O)c1sc(/N=C/c2c(C)[nH]n(-c3ccccc3)c2=O)c(C#N)c1C	-5.3	29.9*	-3.5	12.4	-3.5	2.9	-4.2	.	-0.4
Cn1c(N)c(C(=O)CSc2nc(N)cc(N)n2)c(=O)n(C)c1=O	1.7	-1.0	2.4	6.9	-0.2	0.3	-5.1	9.7	2.8
Cc1ccc(-c2nnc(SCC(=O)NC3CCS(=O)(=O)C3)nc2-c2ccc(C)cc2)cc1 (stereo not drawn)	-0.8	-2.2	1.8	12.2	-1.1	5.2	-10.3	-10.4	-2.1
O=C(c1ccc([N+](=O)[O-])cc1)N1CCN(C(=O)c2cccs2)CC1	-12.6	-3.7	-2.2	-3.2	-1.0	-11.4	2.9	2.4	0.3
COc1ccc(CNC(=O)c2ccc(C(C)C)cc2)cc1	-2.6	1.5	-0.6	20.0	0.8	3.7	-1.3	5.3	0.3
Cc1ccc(C)n1-c1nccc(-c2cccs2)n1	0.6	-0.4	0.0	35.6	-3.8	3.3	-14.2	-1.9	0.2
N#Cc1c(NCCCO)nc(-c2ccccc2)c2c1CCCC2	6.7	-3.5	11.6	3.0	1.7	-8.8	-9.5	-2.4	-1.7
Cn1cc(Br)c(C(=O)Nc2nccs2)n1	-2.3	-2.1	-2.2	26.0	-1.9	12.0	-14.2	-1.2	0.8
C[C@H](CO)N1C[C@H](C)[C@@H](CN(C)C(=O)Nc2ccccc2)Oc2ccc(NC(=O)C3CCCCC3)cc2C1=O	.	.	.	-1.1	.	7.5	3.1	13.4	.
CN(CC(=O)NCc1ccco1)S(=O)(=O)c1cccc2cccnc12	-0.6	-1.1	-4.3	0.5	3.0	3.8	-7.7	7.2	2.2
CCOc1ccccc1NC(=S)N(CCN(C)C)C(C)c1ccncc1 (stereo not drawn)	-0.1	0.3	-0.9	-0.2	-0.1	3.3	8.4	2.5	0.0
O=C(Nc1cc(C(=O)Nc2ccccc2C(=O)O)cc(C(=O)Nc2ccccc2C(=O)O)c1)c1ccccc1	41.7	-1.5	8.5	-2.7	1.8	13.7	6.7	-108.2	0.7
CCOc1ccc(S(=O)(=O)Nc2ccc3c(c2)OCO3)c2cccnc12	3.1	-6.2	1.7	5.2	1.5	-7.1	7.6	-0.5	-1.6
CC(O/N=C/c1ccc(OC(F)F)cc1)C(=O)Nc1cccc(S(=O)(=O)N2CCOCC2)c1 (stereo not drawn)	3.8	2.3	0.9	3.6	-3.0	13.5	5.7	-1.6	0.8
COc1ccc(CN2CCSc3sccc3C2=O)cc1	0.7	-0.3	-3.1	1.1	0.3	1.2	5.5	9.6	3.0
COc1ccccc1NC(=O)C(C)N1CCN(C/C=C/c2ccccc2)CC1 (stereo not drawn)	3.2	3.2	4.0	4.9	1.7	-2.4	-4.3	4.4	2.5
O=C(NCC1CCCO1)/C(=C\c1ccccc1)NC(=O)c1ccccc1 (stereo not drawn)	-1.6	0.8	-1.8	-1.3	-2.9	4.2	-9.0	2.9	1.5
CCOC(=O)C1CCCN(S(=O)(=O)c2ccccc2)C1 (stereo not drawn)	1.1	-4.3	-2.5	2.5	1.3	6.0	1.4	-5.1	-1.1
O=C(OCC(=O)N1CCOCC1)c1ccc2ccccc2c1	.	.	.	0.2	-6.3	5.7	2.9	4.6	0.3
CCCn1cnc2sc(CC)cc2c1=O	-2.8	0.7	3.8	0.3	0.2	7.8	0.6	1.2	-0.7
C[C@H]1CN(CCc2ccccc2)C(=O)[C@@H]1CC(=O)NCc1ccccc1	-7.1	-0.3	1.1	4.9	-1.8	-6.7	3.8	8.6	-0.2
COCCCNCCCCOc1c(Cl)cc(C)cc1Br	2.5	0.7	4.6	0.1	-1.9	10.9	-0.7	-5.8	6.5
COc1ccc(CCCc2nnc(SCc3nc4ccccc4c(=O)[nH]3)n2C)cc1C	2.3	3.6	-0.2	0.1	2.2	4.4	-1.4	0.2	3.7
COc1ccc(/C=C(\NC(=O)c2ccc([N+](=O)[O-])cc2)C(=O)NCCCN2CCOCC2)cc1	-2.7	2.2	0.9	-0.1	-3.6	-9.8	3.4	-2.1	-0.5
CN(C)S(=O)(=O)c1ccc(-c2cn3ccccc3n2)cc1	4.2	1.9	0.8	9.3	-4.0	-9.6	-1.5	1.8	1.1
Cc1cccc(NC(=O)Nc2ccc(Br)cc2)n1	-5.9	-6.2	2.3	44.1	-0.7	4.8	3.8	10.1	-1.9

Just proCasp3 act, for 2 of the compounds above:
| Compound | proCasp3 act |
| --- | --- |
| CCOc1ccc(S(=O)(=O)Nc2ccc3c(c2)OCO3)c2cccnc12 | 7.6 |
| CC(O/N=C/c1ccc(OC(F)F)cc1)C(=O)Nc1cccc(S(=O)(=O)N2CCOCC2)c1 (stereo not drawn) | 5.7 |
